4-MU autofl: qHTS Assay for Spectroscopic Profiling in 4-MU Spectral Region. max dye-equivalent concentration, M. compound autofluorescence, 340/450 nm, 4-MU equivalents; stronger effect = higher value. 11% of 59,000 active; in the data active = max dye-equivalent concentration above about 10 nM; inconclusive = mostly about 1.1 nM to 9.6 nM
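Compounds in 100 mM Tris, pH 8.0, incubated 15 min at room temperature, then fluorescence read at 340 nm excitation/450 nm emission. Signal converted to 4-MU dye-equivalent concentration using an on-plate six-point 4-MU standard curve.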
HADH2 inh: qHTS Assay for Inhibitors of HADH2 (Hydroxyacyl-Coenzyme A Dehydrogenase, Type II). recombinant HADH2, NADH fluorescence, beta-hydroxybutyryl-CoA. Potency, µM (titrated, usually from 57.1 µM), inactives show top-dose activity change, negative = inhibition, most hits filed as inhibitors. 3.4% of 73,000 active. AID 886, 2007; also: potency is read from the fitted curve at half-maximal effect; % is scaled to controls: 0 for no effect and ±100 for the full control effect; nearly all actives have a fitted effect of over 60% in size; many of its hits are not listed in these tables
Target sequence (Q99714 whole entry, looked up, one chain of several): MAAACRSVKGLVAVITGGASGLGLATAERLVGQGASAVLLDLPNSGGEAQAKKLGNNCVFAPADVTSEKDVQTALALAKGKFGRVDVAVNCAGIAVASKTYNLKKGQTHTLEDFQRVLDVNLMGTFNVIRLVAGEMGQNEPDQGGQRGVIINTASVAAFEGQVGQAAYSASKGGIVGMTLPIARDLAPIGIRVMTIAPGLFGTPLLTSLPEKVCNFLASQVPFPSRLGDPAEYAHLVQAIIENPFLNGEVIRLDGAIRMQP
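Buffer 100 mM Tris-HCl pH 9.0/0.01% Tween-20; HADH2 20 nM; NAD+ 1 mM; beta-hydroxybutyryl-CoA 90 uM (all final). 15 min cpd preincubation, RT.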
HBB splice mod: qHTS Assay for Modulators of Hemoglobin Beta Chain Splicing | HBB splicing reporter cell assay, activation; EGFP reporter with mutant IVS2-654 intron; response scale: normalised to 500 nM splice-correcting PNA | Potency, µM (highest dose often 46.1 µM), for the others: at the highest dose activation, actives largely listed as activators | 0.06% of 65,000 active | AID 925, 2007; also: potency is read from the fitted curve at half-maximal effect; 0% is about no effect
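Compounds were applied for 2 days to HeLa EGFP-654 cells, 500/well in Optimem with 2% FCS. The reporter's EGFP is disrupted by mis-splicing of beta-globin intron IVS2-654. Readout: summed well GFP fluorescence from 488 nm laser scanning; reference was 500 nM antisense […] 654 PNA.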
Fluorescein fluor: qHTS Assay for Spectroscopic Profiling in Fluorescein Spectral Region | 0.91% of 59,000 active | max fluorescein-equivalent concentration, M | Compound autofluorescence, 480/540 nm, fluorescein-equivalent; stronger effect = higher value; in the data active = max fluorescein-equivalent concentration above about 10 nM; inconclusive = between about 1.1 nM and that limit
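In this qHTS profile, compound fluorescence was measured with a 480 nm/540 nm filter pair following a 15-min room-temperature incubation in 100 mM Tris (pH 8.0). A six-point fluorescein series on each plate served for normalization.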
ALOX15 inhib: qHTS Assay for Inhibitors of 15-hLO (15-human lipoxygenase); 1.4% of 74,000 active; Potency, µM (highest dose often 57.1 µM), inactives show top-dose activity change, negative = inhibition, most hits filed as inhibitors; Polyunsaturated fatty acid lipoxygenase ALOX15 (Homo sapiens), P16050; purified 15hLO-1, xylenol orange hydroperoxide absorbance; also: potency is read from the fitted curve at half-maximal effect; % is scaled to controls: 0 for no effect and ±100 for the full control effect; nearly all actives have a fitted effect of over 55% in size
Target sequence (P16050 whole entry, looked up): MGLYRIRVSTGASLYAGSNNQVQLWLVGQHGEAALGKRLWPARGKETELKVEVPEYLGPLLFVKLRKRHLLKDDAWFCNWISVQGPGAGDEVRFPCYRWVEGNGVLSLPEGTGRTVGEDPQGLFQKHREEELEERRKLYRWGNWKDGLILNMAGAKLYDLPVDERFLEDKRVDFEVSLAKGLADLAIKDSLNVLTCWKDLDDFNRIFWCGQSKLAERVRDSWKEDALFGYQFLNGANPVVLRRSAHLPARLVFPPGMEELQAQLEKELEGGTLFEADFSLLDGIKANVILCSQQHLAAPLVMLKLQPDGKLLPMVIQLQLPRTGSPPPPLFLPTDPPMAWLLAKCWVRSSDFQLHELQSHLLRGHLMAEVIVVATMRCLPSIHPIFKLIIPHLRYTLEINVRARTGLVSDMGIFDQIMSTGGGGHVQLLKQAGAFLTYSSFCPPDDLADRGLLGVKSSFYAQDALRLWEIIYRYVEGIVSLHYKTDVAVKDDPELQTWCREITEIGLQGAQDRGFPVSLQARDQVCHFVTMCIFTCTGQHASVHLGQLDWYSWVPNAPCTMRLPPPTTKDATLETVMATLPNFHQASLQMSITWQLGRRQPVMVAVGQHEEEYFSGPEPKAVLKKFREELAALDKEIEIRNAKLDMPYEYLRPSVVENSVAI
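Hydroperoxide formed from arachidonic acid (50 uM) by purified human 15hLO-1 (40 nM) oxidizes ferrous iron, and the ferric-xylenol orange complex is read at 573 versus 405 nm. Compounds were preincubated 15 min; reaction ran 6 min at room temperature.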
TexasRed autofl: qHTS Assay for Spectroscopic Profiling in Texas Red Spectral Region; Compound fluorescence, Texas Red channel, 547/618 nm; stronger effect = higher value; 0.06% of 59,000 active; max dye-equivalent concentration, M; AID 587, 2007; in the data active = max dye-equivalent concentration above about 10 nM; inconclusive = between about 1.1 nM and that limit
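Fluorescence at ex 547/em 618 nm, normalized against an on-plate Texas Red standard series to give dye-equivalent concentration per compound concentration. Buffer 100 mM Tris, pH 8.0; 15 min RT incubation before CCD imaging.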
DNA Pol III inh: qHTS Assay for Inhibitors of DNA Polymerase III Holoenzyme System; reconstituted DNA polymerase III holoenzyme replication, biochemical; Potency, µM (doses to about 57.1 µM), for inactives: top-dose activity change, negative = inhibition; 0.25% of 71,000 active; AID 603, 2007; also: potency is read from the fitted curve at half-maximal effect; % is scaled to controls: 0 for no effect and ±100 for the full control effect
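Reconstituted *E. coli* holoenzyme (0.35 nM Pol III, 1 nM beta, 154 nM SSB, 2 nM primase) was preincubated with compound for 15 min at RT. Synthesis on 1.4 nM ssM13Gori ran 35 min, then was stopped with PicoGreen/EDTA and read as dsDNA fluorescence.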
Hsp90 Hop PPI: qHTS Assay for Disrupters of an Hsp90 Co-Chaperone Interaction; Hsp90 C-terminal peptide / TPR2A (Hop) interaction, human; AlphaScreen TPR2A-His6 binding biotin-Hsp90 C-terminal peptide; Potency, µM (titrated, usually from 57 µM), inactives show at the highest dose activity change, negative = inhibition; 0.44% of 71,000 active; active = well fitted curve in either direction with a large enough effect; inconclusive = small, poorly fitted or top-dose-only effect, or another doubt; also: potency is read from the fitted curve at half-maximal effect; % is scaled to controls: 0 for no effect and ±100 for the full control effect; many of its hits are not listed in these tables
Epigenetic mod: qHTS Assay for Epigenetic Modulators; mouse C127i GFP locus derepression, cytometry, 30 h; Potency, µM (titrated, usually from 46.1 µM), inactives show at the top dose GFP derepression (activation); 0.09% of 68,000 active; AID 597, 2007; also: % of control where 0% means no effect
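Read-out is the number of GFP-positive cells, scored as fluorescent objects 20 to 120 um wide, reflecting derepression of a silenced CMV-GFP reporter in murine C127i cells after 30 h compound exposure at 37 C.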
Rhodamine fluor: qHTS Assay for Spectroscopic Profiling in Rhodamine Spectral Region. 0.05% of 59,000 active. Rhodamine-region fluorescence, 547/598 nm, Tris buffer; stronger effect = higher value. AID 594, 2007. max dye-equivalent concentration, M; in the data active = max dye-equivalent concentration above about 11 nM; inconclusive = between about 1.1 nM and that limit
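Compounds in 100 mM Tris buffer, pH 8.0, were incubated 15 min at room temperature, then read at 547 nm excitation and 598 nm emission. Fluorescence was normalized against a per-plate six-point rhodamine standard curve as dye-equivalent concentration.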
Ub-GFP proteasome: Ubiquitin-GFP Assay | Ubiquitin-GFP reporter cells, proteasome inhibition, GFP fluorescence; response scale: untreated = 0%, 10 µM MG-132 = 100% | Potency, µM (highest dose often 45.9 µM), for the others: at the top dose activation (GFP accumulation), hits mostly activators | 67,000 tested, under 10 active | AID 526, 2006; active = well fitted activation curve with a large enough effect, not every such curve was filed as active; inconclusive = small, poorly fitted or top-dose-only effect, or another doubt; inactive = no such curve, though single readings can be large or run the other way; also: potency is read from the fitted curve at half-maximal effect
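Reporter cells (U2OS, ubiquitin-G76V-GFP fusion) are plated overnight, then treated 4 hr at 37 °C with compound titrations from 46 uM down to 2.9 nM. Activity is scaled against untreated cells and 10 uM MG-132.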
Active calls of the source: *; i = inactive; u = inconclusive; x = no result given; [ ] = remark or other dose. Unless noted, calls follow the shape of the dose curve; as a rule, active = well fitted curve in the direction sought with a large enough effect; inconclusive = small, poorly fitted or top-dose-only effect, or another doubt; inactive = no such curve, though single readings can be large; an effect the other way counts as inactive or inconclusive. Some of the compounds tested, so the mix of outcomes need not match the whole.

SMILES | 4-MU autofl | HADH2 inh | HBB splice mod | Fluorescein fluor | ALOX15 inhib | TexasRed autofl | DNA Pol III inh | Hsp90 Hop PPI | Epigenetic mod | Rhodamine fluor | Ub-GFP proteasome
CNC(=O)[C@H]1O[C@H](n2cnc3c(NCc4cccc(I)c4)nc(Cl)nc32)[C@@H](O)[C@@H]1O | x | 1% | x | x | -25%[25.6 µM] | x | 0% | -6% | -1% | x | 3%
CC(=O)NCCNc1nc(-c2c(C)noc2C)nc2ccccc12 | i | 11% | -1.5% | i | -2% | i | -6% | -2% | -3%[9.22 µM] | i | -2%
Cc1ccc(S(=O)(=O)N2CCCC(C(=O)O)C2)s1 (stereo unspecified) | x | -11% | -0.3% | x | 1% | x | -10% | -3% | 2% | x | -12%
CCCC12CN3CC(C)(CN(C1)C3c1ccc3c(c1)OCO3)C2=O (stereo unspecified) | i | 4% | -1.4% | u | 10% | i | -3% | 2% | 2% | i | -3%
COc1ccccc1C1(O)CC2CCC(C1)N2S(=O)(=O)c1ccc(C(C)=O)cc1 (stereo unspecified) | i | 12% | x | i | 3% | i | -3% | 0% | -1% | i | -2%
COc1cccc(-c2cncnc2NCc2ccccc2)c1 | i | 7% | 0.4% | i | 3% | i | -4% | u | 2%[9.22 µM] | i | -5%
CC(=O)Nn1c(COc2ccccc2C)nc2ccccc2c1=O | i | u | -2.4%[57.5 µM] | i | -4% | i | 5% | 1% | -2% | i | 0%
Cc1ccccc1-c1nc(CN2CCC(C(=O)NCCCN3CC(C)CC(C)C3)CC2)c(C)o1 (stereo unspecified) | i | 17% | 1.7%[1.84 µM] | i | 11% | i | 5% | -1% | 2% | i | 15%
CCOc1ccc(S(=O)(=O)Nc2cc(Cl)ccc2O)cc1 | i | 0% | -3.0% | i | -52% | i | 1% | 0% | -2% | i | 7%
N#CCCn1c(=O)c(CCc2ccccc2)nc2cnc(N3CCOCC3)nc21 | 2.7e-08M* | -1% | -1.3% | i | -27% | i | -4% | 18% | 2%[9.22 µM] | i | 9%
CN(C(=O)c1cccc(C#N)c1)c1nnc(-c2ccccn2)s1 | i | 354%[activator] | x | i | -6% | i | -8% | -7% | -1% | i | 0%
C=C(C)CSc1nncn1/N=C/c1ccc(OC)cc1 | i | 9% | -1.5%[57.5 µM] | u | -11% | i | -3% | 0% | 2% | i | -1%
COc1ccc(S(=O)(=O)N2CCC(C(=O)N3CCCCCC3)CC2)cc1 | i | 10% | 0.7% | u | -7% | i | 2% | -6% | 0% | i | 1%
O=C(Nc1nnc(-c2ccccc2Cl)o1)c1ccco1 | i | -1% | 3.3% | i | 9% | i | -4% | -18% | 0% | i | 2%
CCOc1ccc(NC(=O)C2CCC(C)(C(=O)O)C2(C)C)cc1 (stereo unspecified) | x | 8% | -3.5% | x | 6% | x | -5% | -3% | 2% | x | 21%
O=C(O)c1ccccc1C(=O)N1CCN(c2ccccc2)CC1 | i | -11% | 1.0% | i | 9% | u | 8% | -3% | -2% | i | -3%
O=C(CC1(O)C(=O)Nc2ccccc21)c1cccnc1 (stereo unspecified) | i | 1% | x | i | 2% | i | -3% | 0% | -2% | i | -4%
O=C(Cn1ccccc1=O)c1cccs1 | i | -2% | 0.1%[57.5 µM] | i | 4% | i | 0% | 0% | 1% | i | 4%
COC(=O)C1=C(C)N(C)C(=O)NC1c1ccc(O)c(OC)c1 (stereo unspecified) | x | -1% | -0.3% | x | -15% | x | -4% | -5% | x | x | 8%
O=C(c1ccncc1)N1CCC2(CC1)CN(c1ccc(-c3ccccc3)cc1)C2 | i | 11% | 2.6% | i | 2% | u | -2% | -17% | 5%[9.22 µM] | i | -1%

Reprinted at random: two records from the list
SMILES | 4-MU autofl | HADH2 inh | HBB splice mod | Fluorescein fluor | ALOX15 inhib | TexasRed autofl | DNA Pol III inh | Hsp90 Hop PPI | Epigenetic mod | Rhodamine fluor | Ub-GFP proteasome
CCOc1ccc(S(=O)(=O)Nc2cc(Cl)ccc2O)cc1 | i | 0% | -3.0% | i | -52% | i | 1% | 0% | -2% | i | 7%
O=C(O)c1ccccc1C(=O)N1CCN(c2ccccc2)CC1 | i | -11% | 1.0% | i | 9% | u | 8% | -3% | -2% | i | -3%

Remaining list, next part:
SMILES | 4-MU autofl | HADH2 inh | HBB splice mod | Fluorescein fluor | ALOX15 inhib | TexasRed autofl | DNA Pol III inh | Hsp90 Hop PPI | Epigenetic mod | Rhodamine fluor | Ub-GFP proteasome
Cn1cccc1C(=O)N1CCC2(CCCN(Cc3ccc(C#N)cc3)C2)CC1 | i | 8% | 3.3% | i | -1% | i | -1% | -4% | 2%[9.22 µM] | i | 4%
COc1ccc(C(=O)Nc2c3c(nn2-c2cccc(Cl)c2)CS(=O)C3)cc1 (stereo unspecified) | i | 3% | -1.0% | i | 15% | i | 2% | -1% | 6% | i | 3%
CCOc1ccc(-c2nnn(CC(=O)NCc3ccco3)n2)cc1 | i | 2% | 0.4%[57.5 µM] | i | 4% | i | -6% | -4% | 2% | i | 4%
COc1ccc(-n2cnc3c(sc4nccc(N(C)C)c43)c2=O)cc1 | 1.1e-07M* | u | 0.2% | i | -2% | u | -1% | 1% | 6% | i | -4%
COc1cccc(C2C=C(c3ccc(OC)cc3OC)Nc3nnnn32)c1 (stereo unspecified) | u | -16% | -0.8%[1.84 µM] | i | -14% | i | -6% | 25% | -2% | i | 4%
O=c1c(-c2cccs2)nc2cnc(Oc3cccc(Cl)c3)nc2n1C1CC1 | 3.3e-08M* | 29% | 1.2% | i | -16% | i | -5% | u | 3%[9.22 µM] | i | 4%
CCn1nnc(NC(=O)COc2ccc(C3CCCCC3)cc2)n1 | i | -25% | -1.4% | i | 15% | i | -2% | -7% | 6% | i | -3%
O=C(NCc1cn2ccsc2n1)c1c(F)cccc1Cl | x | -2% | 0.1% | x | -6% | x | -7% | 0% | x | x | 3%
CCn1c(CNC(=O)COc2c(C)cccc2C)nnc1SCC(=O)Nc1nccs1 | i | -1% | 0.0% | i | 2% | i | 2% | -1% | 0% | i | -1%
COC(=O)c1ccc(Oc2nc(N3CCCCC3)nc(N3CCOCC3)n2)cc1 | i | 9% | 3.6% | i | -11% | u | 8% | -4% | -3% | i | -2%
Cc1ccc(S(=O)(=O)NCCN=C(CN2CCOCC2)NS(=O)(=O)c2ccc(C)cc2)cc1 | i | 2% | -0.3% | i | 1% | i | -4% | -1% | 0% | i | -3%
COc1ccc(-c2nc3cnc(N4CCNCC4)nc3n(C)c2=O)cc1 | 2.4e-08M* | 28% | -0.2% | u | -2% | i | -11% | -2% | 0%[9.22 µM] | i | 5%
CS(=O)(=O)N1CCN(c2ncccn2)CC1 | i | 8% | 2.2% | u | 9% | i | 1% | -3% | 2% | i | -1%
CC(C)CC1NC(=O)N(CC(=O)N2CCN(S(=O)(=O)c3ccc4ccccc4c3)CC2)C1=O (stereo unspecified) | i | 0% | -0.3%[57.5 µM] | u | -4% | i | u | 0% | -3% | i | 5%
Cn1c(SCc2cccc(C(F)(F)F)c2)nnc1-c1ccco1 | i | -6% | -2.5%[0.369 µM] | i | 1% | i | 2% | -4% | 0% | i | 2%
CN(C)c1ccc(C2N(C(=O)N3CCOCC3)CCN2S(=O)(=O)c2ccccc2)cc1 (stereo unspecified) | i | -3% | -1.3% | u | 8% | i | 1% | -2% | -2% | i | -2%
O=C1NC(Nc2ccccn2)(C(F)(F)F)C(=O)N1c1ccc(F)cc1 (stereo unspecified) | i | 6% | -0.9% | u | 9% | u | -8% | -3% | -5% | i | -3%

Among those listed so far, 3 contain a cyano group:
SMILES | 4-MU autofl | HADH2 inh | HBB splice mod | Fluorescein fluor | ALOX15 inhib | TexasRed autofl | DNA Pol III inh | Hsp90 Hop PPI | Epigenetic mod | Rhodamine fluor | Ub-GFP proteasome
N#CCCn1c(=O)c(CCc2ccccc2)nc2cnc(N3CCOCC3)nc21 | 2.7e-08M* | -1% | -1.3% | i | -27% | i | -4% | 18% | 2%[9.22 µM] | i | 9%
CN(C(=O)c1cccc(C#N)c1)c1nnc(-c2ccccn2)s1 | i | 354%[activator] | x | i | -6% | i | -8% | -7% | -1% | i | 0%
Cn1cccc1C(=O)N1CCC2(CCCN(Cc3ccc(C#N)cc3)C2)CC1 | i | 8% | 3.3% | i | -1% | i | -1% | -4% | 2%[9.22 µM] | i | 4%
